HepG2 viability – qHTS for Inhibitors of TGF-b: Cytotox Counterscreen. HepG2 CAGA-GFP viability, ATP luminescence, 18 h. Potency, µM (titrated, usually from 46.1 µM), for the others: at the highest dose activity change, negative = cytotoxicity, usual class: cytotoxic. hit rate 0.76% among 410,000; also: potency is read from the fitted curve at half-maximal effect; some results filed as inactive show a strong effect at the top dose
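HepG2 CAGA-GFP cells (1000/well, DMEM with 1% FBS) received compound, then TGF-beta at 500 pg/mL final, and were incubated 18 hours at 37 degrees C. Viability was read by CellTiter-Glo luminescence. Media-only wells were set as complete cell-killing and DMSO as no toxicity.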
EPAC2 ag – qHTS for Agonist of cAMP-regulated guanine nucleotide exchange factor 4 (EPAC2): primary screen; EPAC2 activation, biochemical qHTS; response scale: 100% = 6.5 mM cAMP response; Potency, µM (series often up to 154 µM), without a hit: top-dose activation, actives largely listed as activators; hit rate 0.079% among 360,000; also: potency is read from the fitted curve at half-maximal effect; nearly all actives have a fitted effect of over 50% in size
Target sequence (Q8WZA2 whole entry, looked up): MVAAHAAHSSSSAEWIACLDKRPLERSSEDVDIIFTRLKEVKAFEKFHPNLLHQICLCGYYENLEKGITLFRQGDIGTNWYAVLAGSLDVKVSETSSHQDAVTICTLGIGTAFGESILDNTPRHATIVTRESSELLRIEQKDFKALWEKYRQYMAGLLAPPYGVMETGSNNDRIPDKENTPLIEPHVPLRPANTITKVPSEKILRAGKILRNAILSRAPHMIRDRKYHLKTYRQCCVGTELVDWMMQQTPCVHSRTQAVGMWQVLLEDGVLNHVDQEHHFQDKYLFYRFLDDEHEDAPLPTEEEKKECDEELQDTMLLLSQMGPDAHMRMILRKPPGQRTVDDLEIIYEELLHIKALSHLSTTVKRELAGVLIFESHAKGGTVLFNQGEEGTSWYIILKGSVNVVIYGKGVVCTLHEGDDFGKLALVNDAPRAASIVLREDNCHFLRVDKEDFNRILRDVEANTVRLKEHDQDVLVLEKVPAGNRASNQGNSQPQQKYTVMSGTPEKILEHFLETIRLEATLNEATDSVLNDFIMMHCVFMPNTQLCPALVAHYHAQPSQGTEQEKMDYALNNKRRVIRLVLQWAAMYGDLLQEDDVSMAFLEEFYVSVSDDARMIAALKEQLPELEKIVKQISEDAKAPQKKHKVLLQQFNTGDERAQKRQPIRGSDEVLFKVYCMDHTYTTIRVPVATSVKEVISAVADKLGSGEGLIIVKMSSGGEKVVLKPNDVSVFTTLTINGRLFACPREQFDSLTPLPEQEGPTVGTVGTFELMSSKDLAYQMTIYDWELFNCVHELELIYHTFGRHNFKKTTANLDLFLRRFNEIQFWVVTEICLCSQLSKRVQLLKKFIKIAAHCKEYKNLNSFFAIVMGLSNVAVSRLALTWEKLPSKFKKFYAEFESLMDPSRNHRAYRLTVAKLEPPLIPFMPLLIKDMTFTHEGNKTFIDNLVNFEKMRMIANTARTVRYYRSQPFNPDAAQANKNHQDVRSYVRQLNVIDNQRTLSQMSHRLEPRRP
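EPAC2 (100 nM) mixed with Rap1B loaded with BODIPY-GDP (250 nM) plus 50 uM unlabeled GDP; compounds pinned in, 5 min RT, then read every 5 min for 30 min (ex 480, em 540 nm). Normalized to cAMP control.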
Nrf2 ARE act – qHTS of Nrf2 Activators. AREc32 ARE-luciferase reporter (MCF7-derived line), luminescence, 24 h. Potency, µM (series often up to 46.1 µM), for the others: at the top dose activation, hits mostly activators. hit rate 0.31% among 410,000. AID 624171, 2012; also: potency is read from the fitted curve at half-maximal effect; % of control where 0% means no effect; nearly all actives have a fitted effect of over 65% in size
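Luciferase luminescence (Steady-Glo, 30 min at room temperature) served as the read-out of ARE activation in AREc32 cells treated with compounds for 24 hr at 37 deg C.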
A549 tox – Nrf2 qHTS screen for inhibitors: counterscreen for cytotoxicity. Potency, µM (series often up to 46 µM), for inactives: at the highest dose activity change, negative = cytotoxicity, hits mostly inhibitors. AID 504648, 2011. hit rate 0.16% among 390,000. A549 ARE-Fluc cells, CellTiter-Fluor viability, 18-24 h; also: potency is read from the fitted curve at half-maximal effect; % is scaled to controls: 0 for no effect and ±100 for the full control effect
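A549 ARE-Fluc cells in 5% FBS OPTI-MEM, 5000 cells/well, rested 2 h then exposed to compounds in concentration-response for 18-24 h at 37 °C. Viability by CellTiter-Fluor fluorescence (Ex 405/Em 525) after 30 min; luciferase luminescence (BugLite, 15 min, RT) read afterwards.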
ATXN2 expr inh – Primary qHTS for Inhibitors of ATXN expression | HEK-293 ATXN2-luciferase reporter, luminescence, 24 h | Potency, µM (doses to about 57 µM), for the others: at the top dose activity change, negative = inhibition, most hits filed as inhibitors | hit rate 0.72% among 360,000 | AID 1745845, 2022; also: potency is read from the fitted curve at half-maximal effect; % is scaled to controls: 0 for no effect and ±100 for the full control effect; nearly all actives have a fitted effect of over 55% in size
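qHTS (up to 57 uM final) was run with 24 h compound exposure of reporter cells at 37 °C. Each well was multiplexed: SteadyGlo luminescence measured ATXN2-luciferase expression after a fluorogenic Gly-Phe-AFC viability readout (25 uM final).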
IL-2 act – qHTS of IL-2 Activators. activation, % (series mostly up to about 46 µM). AID 652025, 2013. IL-2 activation reporter assay, cell-based qHTS; stimulated with anti-CD3/CD4/CD28 beads; in transgenic mouse T cells. hit rate 0.065% among 360,000; in the data active = activation above about 50%; inconclusive = mostly about 30% to 49%; also: 0% is about no effect
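EGFP and DsRed fluorescence is measured by plate cytometry in unstimulated transgenic mouse T cells exposed to compound for 60 minutes, then stimulated 18 hours at 37 degrees C with anti-CD3/anti-CD4 beads plus anti-CD28.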
ATXN viability – Viability Counterscreen for Primary qHTS for Inhibitors of ATXN expression; Potency, µM (titrated, usually from 56.7 µM), usual class: cytotoxic; AID 651635, 2014; S2 cells (HEK-293 line with an ATXN2-luciferase reporter) viability, CellTiter-Fluor protease fluorescence, 24 h; hit rate 0.49% among 400,000; also: potency is read from the fitted curve at half-maximal effect; nearly all actives have a fitted effect of over 40% in size
Nrf2 inh – Nrf2 qHTS screen for inhibitors | A549 ARE-Fluc reporter, luciferase luminescence, 18-24 h | hit rate 2.1% among 360,000 | Potency, µM (highest dose often 46 µM), inactives show at the highest dose activity change, negative = inhibition, hits mostly inhibitors; also: potency is read from the fitted curve at half-maximal effect; % is scaled to controls: 0 for no effect and ±100 for the full control effect; nearly all actives have a fitted effect of over 60% in size
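A549 ARE_Fluc cells, 5000/well, 5% FBS OPTI-MEM; compounds in dose-response, 18-24 h at 37 °C/5% CO2; CellTiter-Fluor viability read (Ex 405/Em 525), then BugLite luciferase luminescence = Nrf2 activity.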
TGFb SMAD3 inh – qHTS for Inhibitors of TGF-b; HepG2 CAGA-GFP TGF-b/SMAD3 reporter, GFP fluorescence, 18 h; TGF-beta stimulated, 500 pg/mL final; Potency, µM (titrated, usually from 46.1 µM), without a hit: at the highest dose activity, negative = inhibition, usual class: inhibitors; hit rate 1.2% among 410,000; AID 588855, 2011; also: potency is read from the fitted curve at half-maximal effect; % is scaled to controls: 0 for no effect and ±100 for the full control effect; nearly all actives have a fitted effect of over 65% in size
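HEPG2 CAGA-GFP, 1000 cells/well; 2 h settle, 37 C; cpd via pin tool; TGF-b 500 pg/mL final; 18 h, 37 C; GFP imaging ex488/em500-530; %Activity normalised to -TGF-b and +DMSO controls; CRC fit, curve class.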
The depositor's hits bear a star; i = inactive; u = inconclusive; x = no result given; [ ] = another dose, or the depositor's remark. Unless noted, calls follow the shape of the dose curve; as a rule, active = well fitted curve in the direction sought with a large enough effect; inconclusive = small, poorly fitted or top-dose-only effect, or another doubt; inactive = no such curve, though single readings can be large; an effect the other way counts as inactive or inconclusive. Random draw from the library. Share with any hit: about 4.3%.

molecule | HepG2 viability | EPAC2 ag | Nrf2 ARE act | A549 tox | ATXN2 expr inh | IL-2 act | ATXN viability | Nrf2 inh | TGFb SMAD3 inh
CC(C)(C)c1ccc(C(=O)c2c[nH]c(C(=O)NCc3cccs3)c2)cc1 | -4% | -29% | 0.1% | -5% | -11% | -0.4 | i | 22% | 14%
CCOC(=O)C1=C(CNCc2ccc(C)cc2)NC(=O)NC1c1cc(C)ccc1C (configuration not stated) | -19% | 14% | 0.1% | -8% | -5% | -2.5 | u | -17% | u
CCC(=O)Nc1cccc(C2=NOC3(C2)C[C@@H](C(N)=O)N(C(=O)c2cc([N+](=O)[O-])cc([N+](=O)[O-])c2)C3)c1 (some centres not stated) | 2% | 5% | 0.1% | -9% | 10% | 0.1 | i | 3% | -6%
CCn1c(=O)c2cc(C(=O)Nc3ccccc3OC)sc2c2ccccc21 | 4% | 11% | 1.1% | 9% | x | 0.1 | i | -17% | 1%
CCN(CC)S(=O)(=O)c1cc(NC(=O)CNc2cccc(S(=O)(=O)N3CCOCC3)c2)ccc1C | -5% | 8% | -0.1% | -20% | 2% | -1.0 | i | 0.58µM* | u
CN(Cc1cccs1)C(=O)c1cccc(S(=O)(=O)N2CCCCCC2)c1 | 5% | -1% | 0.5% | -7% | 6% | -4.5 | u | 7% | -5%
O=C1CNc2ccc(C(=O)N3CCN(c4ccccn4)CC3)cc2N1 | 0% | 8% | 0.2% | -2% | -12% | -0.9 | i | 1% | 3%
C=CCNC(=S)NCc1ccccc1OC | 16% | 15% | 2.5% | -1% | -34% | 1.8 | i | 2% | 11%
Cc1ccccc1C(=O)N1CCN(c2ncccn2)CC1 | 0% | -9% | 0.0% | 1% | -1% | 1.5 | i | -6% | 3%
O=C(OCc1cccc(Cl)c1)c1cc(S(=O)(=O)N2CCCCC2)ccc1N1CCOCC1 | -3% | 14% | -1.0% | -9% | -16% | -5.6 | i | u | -6%
COc1cc([C@H]2Oc3c(OC)cc(CCCO[C@@H]4O[C@H](CO)[C@@H](O)[C@H](O)[C@H]4O)cc3[C@@H]2CO)ccc1O | 21% | 1% | -0.1% | -7% | 6% | -0.2 | i | 11% | 19%
O=C(CCNC(=O)c1ccc(Cl)cc1)NCC(c1ccco1)N1CCCC1 (configuration not stated) | 1% | 5% | 0.4% | -5% | 8% | -0.6 | i | 20% | -7%

By substructure: those above with two or more sulfur atoms (2)
molecule | HepG2 viability | EPAC2 ag | Nrf2 ARE act | A549 tox | ATXN2 expr inh | IL-2 act | ATXN viability | Nrf2 inh | TGFb SMAD3 inh
CCN(CC)S(=O)(=O)c1cc(NC(=O)CNc2cccc(S(=O)(=O)N3CCOCC3)c2)ccc1C | -5% | 8% | -0.1% | -20% | 2% | -1.0 | i | 0.58µM* | u
CN(Cc1cccs1)C(=O)c1cccc(S(=O)(=O)N2CCCCCC2)c1 | 5% | -1% | 0.5% | -7% | 6% | -4.5 | u | 7% | -5%

Further records follow.
molecule | HepG2 viability | EPAC2 ag | Nrf2 ARE act | A549 tox | ATXN2 expr inh | IL-2 act | ATXN viability | Nrf2 inh | TGFb SMAD3 inh
Cc1c(C(=O)c2ccc(Cl)cc2Cl)cnc2cc3c(cc12)OCO3 | -15% | 12% | 0.2% | -3% | -15% | 0.5 | i | u | -5%
O=C(O)C1Cc2ccccc2CN1C(=O)c1ccco1 (configuration not stated) | -16% | 5% | -1.1% | 1% | x | -0.7 | i | -3% | 17%
CCN1CCN(C(=S)c2ccc(-c3ccccc3)cc2)CC1 | -16% | 0% | -1.7% | -1% | u | -0.2 | i | 5.2µM* | -4%
Nc1ncnc2c1ncn2[C@@H]1O[C@H](CNCc2ccccc2OC2OC(CO)C(O)C(O)C2O)[C@@H](O)[C@H]1O (some centres not stated) | 1% | 7% | -1.2% | 1% | 7% | 0.1 | i | 5% | 6%
CC(C)C(C)(C#N)NC(=O)CSc1nc(C2CCCCC2)n(-c2ccccc2)n1 (configuration not stated) | -36% | 8% | -0.5% | -2% | -18% | -0.4 | i | -1% | 0%
CC1CCC(NC(=O)C2CC(O)CN2S(=O)(=O)c2ccc([N+](=O)[O-])cc2)CC1 (configuration not stated) | -25% | -4% | 0.4% | -2% | x | 1.2 | i | -7% | -11%
CC1CN(C(=O)c2cc(-c3ccc(Cl)s3)nc3ccccc23)CC(C)O1 (configuration not stated) | -22% | 7% | 0.0% | 1% | -4% | -3.7 | i | u | -15%
COc1ccc2oc(C(=O)NCC(Cc3ccccc3)N(C)C)c(C)c2c1 (configuration not stated) | -10% | 3% | -0.2% | 2% | 15% | 0.8 | i | u | 3%
CC(/C=C/c1ccco1)=N\NC(=O)C(O)c1ccccc1 (configuration not stated) | 1% | 4% | u | -1% | x | -2.8 | i | -7% | 13%
CC(C)CCNC(=O)c1cnn2c(C(F)(F)F)cc(-c3ccco3)nc12 | 0% | 5% | 3.1% | 10% | u | -2.1 | i | x | -21%
OC(c1ccc(-c2ccccc2)cc1)c1ncc(-c2cccc(F)c2)[nH]1 (configuration not stated) | -39% | 6% | 2.6% | x | -17% | 0.1 | u | x | u
CC(C)(C)c1ccccc1NC(=O)Nc1nc(C(N)c2ccccc2)cs1 (configuration not stated) | -51% | 4% | -0.7%[9.22 µM] | x | u | -0.6 | u | x | u
CCOC(=O)c1ccccc1NS(=O)(=O)c1ccc(N2CCCCS2(=O)=O)cc1 | 3% | x | -0.7% | 7% | -16% | x | i | x | -46%
N/C(=N\OC(=O)c1cc([N+](=O)[O-])ccc1Cl)c1cccnc1 | 19% | -4% | 13% | -6% | -33% | 0.2 | u | 0% | 1%
O=C(NC(=S)N1CCN(Cc2ccc3c(c2)OCO3)CC1)c1cccc(Br)c1 | -27% | 0% | 15% | 5% | u | 1.0 | i | u | u
COC(=O)C1=C(C)N(CCc2ccc(OC)cc2)C(=O)C1 | -37% | 21% | -0.2% | 1% | -2% | 0.6 | i | x | 23%
O=C(NCc1ccco1)Nc1ccc2snnc2c1 | 11% | 7% | 5.4% | -5% | 11% | -0.8 | i | 6% | 5%
Cc1ccc(/S(C)=N/S(=O)(=O)c2ccc(C)cc2)cc1 (configuration not stated) | -13% | 9% | -0.2% | -8% | -7% | 0.4 | i | 14% | u
CC(Nc1oc(-c2ccc(COc3ccc(Cl)cc3)o2)nc1C#N)c1ccccc1 (configuration not stated) | -33% | x | 6.4% | -14% | -6% | x | i | -19% | -18%
NC(=O)CSc1nnc(-c2cccs2)n1Cc1ccco1 | 6% | 6% | -0.4% | -6% | 0% | 1.2 | u | 7% | -6%
COc1ccccc1-n1nnnc1SCC(=O)N(CC(C)C)C1CCS(=O)(=O)C1 (configuration not stated) | 1% | 2% | 0.1% | 0% | -15% | -2.4 | i | -4% | 8%
O=C(COc1ccccc1[N+](=O)[O-])N/N=C/c1ccc(O)cc1 | 2% | 9% | 4.7% | 3% | 19% | 1.0 | i | 5% | 8%
CN(c1ccc(F)cc1)S(=O)(=O)c1ccc(Cl)c(C(=O)NCC2CCCO2)c1 (configuration not stated) | 5% | 9% | -0.4% | 10% | 5% | -5.7 | i | -4% | -4%
O=C(c1ccc2c(c1)OCCCO2)c1cccs1 | -21% | -5% | 21% | -1% | 64%[activator] | -1.8 | i | u | u
CC(=O)c1c(C)[nH]c(C(=O)N2CCCCCC2)c1C | -77% | -2% | -0.2% | -6% | 2% | -0.7 | i | -1% | 0%
Nc1ccc(Oc2c(Cl)cccc2Cl)nc1 | 14% | 1% | -0.4% | 0% | x | 1.6 | i | 0% | 17%
Cc1cc(Br)ccc1OCCNCc1ccccc1 | -58% | 3% | 7.1% | 15% | -2% | 0.0 | i | 3% | u
C[C@@H](NC(=O)Cn1ccc(NC(=O)OCc2ccccc2)nc1=O)c1cccc2ccccc12 | -29% | 5% | 2.7% | -9% | -1% | -0.1 | i | u | -12%
O=C1c2ccccc2C(=O)N1CCc1nc(-c2cccnc2)no1 | -38% | 2% | 3.3% | 15% | -2% | -2.2 | i | 3% | -8%
CCc1nnc(NC(=O)c2ccc(OCc3c(C)noc3C)c(OC)c2)s1 | -15% | 4% | 0.2% | 0% | x | -0.5 | u | 5.8µM* | 3%
CC1(c2ccc(Cl)cc2)NC(=O)N(CC(=O)Nc2cccnc2Cl)C1=O (configuration not stated) | 0% | 7% | -0.1% | 2% | 5% | 1.9 | i | -18% | -2%
Cc1oc(C(C)(C)C)cc1C(N)=O | 2% | 2% | -0.3% | -1% | -7% | -0.1 | i | 5% | 24%
CSc1nc2ccc(NC(=O)c3ccc(=O)n(C)n3)cc2s1 | -7% | 6% | u | 0% | 29%[11.3 µM] | 0.3 | i | u | u
COc1ccc(CS(=O)/C(Cl)=C(/Cl)C(=O)Nc2ccc(OC)nc2)cc1 (configuration not stated) | 14µM* | 2% | -1.5% | u | 2.1µM* | -1.3 | 1.9µM* | u | 3.2µM*
C=CCNC(=O)CN1CCC(NC(=O)c2ccco2)CC1 | -7% | 2% | 0.4% | -2% | -2% | -2.5 | i | -5% | -6%
COc1ccc(-n2cc(CNCCCn3ccnc3)c(-c3ccccc3Cl)n2)cc1 | -43% | 7% | 0.0% | -4% | -27% | 1.0 | i | 1% | -29%
NC(=O)c1cccc(-c2coc3c(C(=O)NC4CCCCC4)cccc23)c1 | -22% | 13% | 4.4%[9.22 µM] | x | u | -0.8 | u | x | 11%

Assay outcomes deposited in PubChem by National Center for Advancing Translational Sciences (NCATS).
